Screening data: PubChem BioAssay, Broad Institute
PAX8 inh HTS: PAX8 transcriptional activity inhibition; actives 1.2% (n = 360,000); RMG-I TPO-luciferase reporter, SteadyGlo, 24 h; inhibition, % at 12.6 µM; AID 652154;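 active means mean replicate inhibition at least 60% with every replicate also reaching 60%; inconclusive means only one of the two criteria is met; inactive means mean below 60% and not all replicates reaching 60%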;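 further: luciferase light reporting Pax8 driven TPO promoter activity; plate controls were median of neutral control wells for no effect and mitoxantrone controls for full effect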
miR122 inh: inhibitors of miR-122 in Huh7 cells; activation (reporter increase), % at 12.5 µM; actives 0.3% (n = 340,000); Huh7 miR-122 Renilla luciferase sensor, 48 h; neutral wells = 0, positive control = 100; AID 602342;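 active means mean replicate activation score at least 90 and every replicate individually at or above 90; inconclusive means only one of the two criteria met; inactive means neither criterion met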;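 further: higher luciferase means less miR-122 activity so hits act as miR-122 inhibitors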
FN deposit inh: fibronectin deposition inhibition. inhibition, % at 12.6 µM. AH1F fibroblasts, Alexa488-fibronectin deposition fluorescence, overnight. actives 0.086% (n = 350,000). AID 743247;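 active means mean inhibition across replicates of 30% or more, regardless of how many single replicates reach that level; inconclusive means mean under 30% yet at least half of replicates reach 30%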;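 further: positive control wells lacked labelled fibronectin entirely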
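Material – AH1F fibroblast monolayer, labelled fibronectin deposition · Reagent – labelled fibronectin 24 nM · Timing – 1 h adhesion, overnight exposure · Measured by – fluorescence at 485 nm excitation, 525 nm emission · Read-out – inhibition of fibronectin deposition signal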
EWS-Fli block: blocks EWS/Fli oncoprotein-driven transcription; A673 NR0B1-luciferase reporter, viability-normalised; inhibition, % at 12.6 µM; actives 0.67% (n = 350,000); AID 651661;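 active means mean inhibition of at least 50% after viability correction, with every replicate also passing that limit; inconclusive means mean reaches 50% but only one of two replicates passes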;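 further: firefly luciferase signal divided by Alamar Blue viability fluorescence both relative to DMSO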
DENV2 CPE: DENV2-induced cell death inhibition; DENV2-infected cells, cytopathic effect rescue, plate reader; CPE inhibition, % at 9.99 µM; actives 1.7% (n = 350,000); in the data active means CPE inhibition above about 20%, passing the limit was not always enough; inconclusive means no clear call, values can overlap the other calls; tested in BHK-21 cells;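 further: 0% = median of neutral control wells and 100% = median of positive control wells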
CFTR F508del cor: CFTR F508del correction in bronchial cells. activity (quench increase), % at 7.58 µM. AID 720511. actives 0.36% (n = 350,000). CFBE cells, YFP halide quenching; stimulated with forskolin plus potentiator P3; % fluorescence drop versus neutral controls;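 active means mean added fluorescence quench of at least 8% versus neutral control, with both replicates also reaching 8%; inconclusive means only one of the mean or replicate conditions met; inactive means mean below 8% and not both replicates reaching 8%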;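 further: cells transiently co-express mutant CFTR-F508del with the halide-sensitive YFP; corrector assay measuring rescue of mutant channel to the surface after 24 h compound exposure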
GSIS activator: primary screen for activators of insulin secretion dependent on glucose, INS-1E cells, GLuc reporter luminescence. INS-1E GLuc reporter insulin secretion, 2-3 h. activation, % at 16.6 µM. actives 0.61% (n = 370,000);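 active means lowest replicate activation of at least 40%, so every replicate reaches that level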;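 further: 0% = median of neutral control wells and 100% = median of IBMX positive control wells; some compounds called inactive have numbers as strong as hits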
Starred values were filed as active, the others as inactive; ? = inconclusive; . = not tested or not shown; [ ] = remark or other dose.

SMILES	PAX8 inh HTS	miR122 inh	FN deposit inh	EWS-Fli block	DENV2 CPE	CFTR F508del cor	GSIS activator
COCCNC(=O)C[C@@H]1CC[C@H]2[C@H](COc3ccc(NC(=O)Nc4cccc(F)c4)cc3C(=O)N2C)O1	4.5	-15.6[16.7 µM]	-4.6	-24.0	2.6	2.2	-4.1
COc1ccc(/C=N/NC(=O)c2ccc(COc3cccc4cccnc34)cc2)cc1O	12.0	-0.7	-4.7	2.2	3.1	-7.0	17.5
Cc1cccc(C)c1Nc1ncnc(N)c1[N+](=O)[O-]	-10.9	-6.6	10.6	-10.3	2.7	.	6.8
Cc1noc(C)c1NC(=O)Nc1ccc2c(c1)C(=O)N([C@H](C)CO)C[C@@H](C)[C@@H](CN(C)C(=O)Nc1c(C)noc1C)O2	-38.5	1.3[16.7 µM]	.	-7.5	?	1.8	9.2
COc1ccc(Cl)cc1N(CC(=O)NC(C)(C)C)S(=O)(=O)c1ccc(C)c([N+](=O)[O-])c1	8.9	.	-4.2	.	.	.	-31.6
CCN(CC)S(=O)(=O)c1ccc(C)c(NC(=O)CN(C)C)c1	-2.2	5.2	.	0.1	-2.0	0.6	-9.4
CC(=O)N1CCN(S(=O)(=O)c2cccc(C(=O)NNC(=O)COc3ccc(F)cc3)c2)CC1	6.0	-0.7	3.1	0.4	-2.8	-6.6	15.3
CCOc1ccc(NC(=O)C(CC(=O)O)Cc2ccc(C)cc2)cc1 (stereo not drawn)	-7.3	6.2	-1.8	2.5	9.7	1.8	-3.7
CCOC(=O)c1c(C)[nH]c2cc(Br)c(O)cc12	-8.5	-0.9	7.0	.	.	.	.
O=C(COC(=O)C1CCC1)Nc1ccccc1Sc1ccccc1	1.9	0.4	-1.1	.	.	.	3.4
COC(=O)c1ccc(CN2CCN(CCC(C)C)C(CCO)C2)cc1 (stereo not drawn)	1.5	.	7.2	12.9	3.7	0.8	-4.0
CCOC(=O)c1c(C)[nH]c(C(=O)COC(=O)CCNS(=O)(=O)c2ccc(NC(C)=O)cc2)c1C	7.8	.	11.4	11.1	-10.3	1.9	4.1
O=C(C1CCC1)N1CC2(C1)[C@H](c1ccccc1)[C@@H](CO)N2C(=O)c1ccccn1	-11.9	.	.	6.3	3.7	1.5	20.0
O=C(C[C@H]1C=C[C@@H](NC(=O)C2CCC2)[C@@H](CO)O1)Nc1nccs1	1.1	.	-14.7	-2.9	-3.9	0.9	-5.8
O=C(NNC(=S)Nc1ccccc1)c1cccc(S(=O)(=O)N2CCOCC2)c1	1.5	1.4	4.8	-4.6	0.4	-0.3	8.8
O=C(COC(=O)c1cc2ccccc2cc1O)Nc1cccnc1Cl	20.7	-2.2	4.1	-23.9	0.8	.	6.5
COCC(C)(C)COS(N)(=O)=O	-26.2	-17.1	-0.7	-12.8	-6.5	0.6	12.6
NS(=O)(=O)c1cccn1-c1ncc(C(F)(F)F)cc1Cl	-16.5	0.8	-6.6	.	.	.	.
CC1CN(C2CC(C)(C)NC(C)(C)C2)CCC1=O (stereo not drawn)	.	-2.6	-2.1	.	.	.	8.1
COc1ccc(Cc2nc3ccccc3[nH]c2=O)cc1	-15.3	22.9	0.6	-12.6	-1.0	1.4	-2.5
CO[C@H]1CN(C)C(=O)c2ccc(NS(=O)(=O)c3ccc(Cl)cc3)cc2OC[C@H](C)NC[C@H]1C	.	2.7[16.7 µM]	-3.0	-11.4	-0.8	-1.9	1.2
COc1ccc(CNCc2ccc(C(F)(F)F)cc2)cc1OC	-6.8	-2.5	-5.6	-5.3	5.7	-0.7	11.6
Cc1ccc(C(=O)OCC(=O)NCc2ccco2)cc1S(=O)(=O)N1CCOCC1	16.1	.	-5.8	1.9	-2.0	-3.1	-1.6
CCc1nc2ccc(C(=O)N3CCN(C(=O)c4ccco4)CC3)cn2c1N(C)Cc1ccc(OC)cc1	16.5	-6.1	3.5	5.5	-5.1	-1.0	27.1
O=C(NC[C@H]1CC[C@@H]2[C@@H](CN2Cc2cc(-c3ccccc3)on2)O1)c1ccc2c(c1)OCO2	-29.2	.	.	0.5	0.8	0.6	.
COc1ccc(C([O-])=Nc2ccc[n+](-c3nc4ccccc4nc3NS(=O)(=O)c3ccccc3)c2)cc1	17.9	.	2.6	8.9	3.7	-0.3	-13.0
COc1ccc(S(=O)(=O)N(C)C[C@H]2Oc3c(NC(=O)Nc4ccccc4)cccc3C(=O)N([C@H](C)CO)C[C@H]2C)cc1	32.4	-4.7[16.7 µM]	.	19.7	.	0.9	.
CC(OC(=O)c1cccnc1Cl)C(=O)Nc1ccc2c(c1)OCO2 (stereo not drawn)	-7.5	-5.2	7.9	1.3	-14.6	-3.3	26.7
CC(=O)N(C)C[C@H]1Oc2cc(-c3ccccc3F)ccc2S(=O)(=O)N([C@H](C)CO)C[C@H]1C	.	-11.6[16.7 µM]	2.4	-7.2	?	-2.5	10.5
CN(CC(=O)Nc1ccc2c(c1)OCO2)S(=O)(=O)c1cccs1	-123.0	4.2	-0.4	-35.9	-5.5	1.5	0.2
CC(=O)c1cccc(S(=O)(=O)N2CCCC(c3nc4c(nnn4Cc4ccccc4Cl)c(=O)[nH]3)C2)c1 (stereo not drawn)	-0.4	-4.8	-1.5	25.7	0.4	1.6	-4.1
COc1ccc(Cl)cc1NC(=O)c1noc2c1CCCC2	-16.3	2.5	0.5	-2.6	-2.5	3.5	12.9
CN(C)CCN(C(=O)c1ccc2ccccc2c1)c1nc2c(F)cc(F)cc2s1	-8.1	.	1.5	0.2	-0.2	3.1	-4.1
O=C1CCCN1CCCNc1nc(NCc2cccs2)nc2ccsc12	5.7	-2.6	-3.1	1.1	4.6	-2.2	20.4
Cc1ccc(NC(=O)CN2C(=O)NC(C)(c3ccc(Cl)cc3)C2=O)cc1S(=O)(=O)N1CCOCC1 (stereo not drawn)	-1.4	.	5.3	.	.	.	-18.3
C[C@H](CO)N1C[C@H](C)[C@H](CN(C)Cc2ccncc2)Oc2c(NS(=O)(=O)c3cccs3)cccc2C1=O	.	19.1[16.7 µM]	.	-12.4	-12.0	-3.6	7.0
COc1ccc(CNC(=O)C2CCN(S(=O)(=O)c3cccnc3)CC2)cc1	-2.5	-2.5	-0.6	.	-5.4	-1.6	5.6
C=CCn1c(SCC2CCCCO2)nc2sc(CC)cc2c1=O (stereo not drawn)	11.6	-5.8	-2.0	21.5	-3.8	-1.5	-33.7
O=C(Nc1cc([N+](=O)[O-])ccc1O)c1cccc(NC(=O)c2ccco2)c1	-11.5	-8.7	5.1	8.0	0.4	-0.4	-3.5
Cc1cc(C)nc(SCCn2c(N3CCOCC3)nc3c2c(=O)[nH]c(=O)n3C)n1	23.5	.	6.1	1.6	-2.3	-1.3	14.4
O=C(Nc1ccccc1F)c1ccc(CN2CCc3ccccc3C2)cc1	-4.0	-7.1	0.9	-30.7	7.0	.	.
CCc1nc2ccc(C(=O)N(CC)CCN(C)C)cn2c1N(C)Cc1cccs1	-11.4	-19.3	-0.4	-4.0	2.6	-1.4	27.7
O=C(OC1CCCCC1=O)c1ccc(S(=O)(=O)Nc2ccccc2)cc1 (stereo not drawn)	-4.4	-5.9	-4.6	9.4	-11.0	0.6	5.4
COc1ccc(S(=O)(=O)Nc2ccc3c(c2)CC(=O)N([C@H](C)CO)C[C@H](C)[C@H](CN(C)S(C)(=O)=O)O3)cc1	-5.5	4.5[16.7 µM]	-9.2	-11.4	-6.1	0.4	15.2
CCOC(=O)C1=C(N)OC(CCl)=C(C#N)C1c1ccsc1 (stereo not drawn)	-2.0	2.8	-5.1	.	.	.	30.3
COc1ccc2c3c([nH]c2c1)[C@H](CO)N(C(=O)C1CCCCC1)CC31CCN(C(=O)NC(C)C)CC1	4.2	.	.	-0.9	29.4*	0.0	-6.7
COCCCn1c(SCC(=O)NC(C)(C)C)nnc1-c1ccccc1	.	-4.9	0.8	.	.	.	7.4
COc1ccc(CN(C)C[C@@H]2OCCCC[C@H](C)Oc3ccc(NS(=O)(=O)c4ccc(C)cc4)cc3C(=O)N([C@@H](C)CO)C[C@H]2C)cc1	23.6	-7.2[16.7 µM]	.	6.8	-3.3	2.5	-29.9
O=C(/C=C/c1cccs1)NC1CCCC1	-48.2	.	-2.5	-43.1	0.9	-1.6	-1.3
COCCNc1nc(NCc2ccccc2)nc2ccsc12	3.1	-13.8	0.8	-4.5	-16.7	-2.2	.
(more compounds)
SMILES	PAX8 inh HTS	miR122 inh	FN deposit inh	EWS-Fli block	DENV2 CPE	CFTR F508del cor	GSIS activator
C[C@H](CO)N1C[C@H](C)[C@@H](CN(C)S(=O)(=O)c2ccccc2)Oc2c(NS(=O)(=O)c3cn(C)cn3)cccc2C1=O	-20.1	.	.	-11.6	-12.4	-0.5	7.4
CCOC(=O)CN(C)Cc1cn(C)nc1-c1ccc(Oc2ccccc2)cc1	8.9	-2.4	4.2	9.4	3.2	-0.8	-1.3
CCN(CC)c1c([N+](=O)[O-])c(=O)oc2ccccc12	3.2	.	-8.5	-1.3	-4.6	-1.3	.
OCCN(Cc1ccccc1)Cc1ccc(F)c(F)c1	.	19.0	.	0.9	-4.5	1.8	12.8
NC(=O)c1ccccc1NS(=O)(=O)c1ccccc1	3.6	-2.1	4.0	.	.	.	.
CCCCn1c(N)c(N(Cc2ccccc2OC)C(=O)COc2ccccc2OC)c(=O)[nH]c1=O	-8.3	.	2.2	5.8	4.2	-0.2	-2.1
CCc1ccc(NC(=O)CSc2nnc(CNC(=O)c3ccc(OC)cc3)o2)cc1	-17.5	-2.9	-7.8	.	-3.0	-2.0	9.2
CCN(C(=O)c1ccccc1)c1ccc([N+](=O)[O-])cc1	-2.6	.	-7.6	.	.	.	1.1
CCOC(=O)CC(NC(=O)c1cc2cc(Cl)cc(Cl)c2oc1=O)c1cccc([N+](=O)[O-])c1 (stereo not drawn)	5.6	.	-3.8	.	.	.	-30.2
CCOC(=O)Cc1csc(NC(=O)c2ccc(S(=O)(=O)N(CCOC)CCOC)cc2)n1	10.7	.	-18.0	9.9	-3.1	-4.4	-9.4

Entries shown so far with a CF3 group:
SMILES	PAX8 inh HTS	miR122 inh	FN deposit inh	EWS-Fli block	DENV2 CPE	CFTR F508del cor	GSIS activator
NS(=O)(=O)c1cccn1-c1ncc(C(F)(F)F)cc1Cl	-16.5	0.8	-6.6	.	.	.	.
COc1ccc(CNCc2ccc(C(F)(F)F)cc2)cc1OC	-6.8	-2.5	-5.6	-5.3	5.7	-0.7	11.6

(listing goes on)
SMILES	PAX8 inh HTS	miR122 inh	FN deposit inh	EWS-Fli block	DENV2 CPE	CFTR F508del cor	GSIS activator
C[C@@H]1CN([C@@H](C)CO)C(=O)c2cc(NC(=O)c3ccncc3)ccc2O[C@@H](C)CCCCO[C@H]1CN(C)C(=O)Nc1ccc(F)cc1	3.1	10.1[16.7 µM]	6.5	10.4	-2.3	-3.8	8.9
COc1cc(Br)c(C2CC(=O)Nc3cc(OC)c(OC)cc32)cc1OC (stereo not drawn)	10.7	50.7	-3.1	7.6	-3.8	3.6	16.2
O=C(O)c1cccc(NC(=O)c2ccc(S(=O)(=O)c3ccccc3)cc2)c1	-5.3	.	0.3	-2.2	1.7	-1.3	-6.7
O=C(NCCc1ccccn1)C1CCCN1S(=O)(=O)c1ccc(Cl)cc1 (stereo not drawn)	6.1	0.7	-2.2	1.5	-3.2	-1.1	10.6
Cc1ccc(C)c(NC(=O)CCC(=O)NNC(=S)Nc2ccccc2)c1	2.4	-0.8	19.9	-6.9	0.0	-2.3	8.9

An excerpt from above in order of the GSIS activator value, ascending.
SMILES,GSIS activator
COc1ccc(Cc2nc3ccccc3[nH]c2=O)cc1,-2.5
O=C(/C=C/c1cccs1)NC1CCCC1,-1.3
CC1CN(C2CC(C)(C)NC(C)(C)C2)CCC1=O (stereo not drawn),8.1
O=C(C1CCC1)N1CC2(C1)[C@H](c1ccccc1)[C@@H](CO)N2C(=O)c1ccccn1,20.0
